# NPC1 prom act: activators of NPC1 promoter; Potency, µM (doses to about 9.22 µM), inactives show top-dose activation, most hits filed as activators; hit rate 2.4% among 320,000; Huh7 NPC1 promoter luciferase reporter, 24 h;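 note: potency is the fitted concentration of half-maximal effect; % of control where 0% means no effect; nearly all actives have a fitted effect of over 60% in size; reporter is driven by a mutant NPC1 promoter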
#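 Luminescence from an NPC1 promoter-driven luciferase reporter in stably transfected Huh7 cells was measured after 24 h compound treatment at 37 °C, followed by 10 min ambient incubation with luciferase detection reagent.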
# Tb PFK block: inhibitors of T. brucei phosphofructokinase | O15648 | T. brucei PFK, ADP-Glo luminescence | Potency, µM (series often up to 57.5 µM), without a hit: at the highest dose activity, negative = inhibition, usual class: inhibitors | hit rate 0.17% among 330,000 | AID 485367;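 note: potency is the fitted concentration of half-maximal effect; 0% = uninhibited 1x PFK enzyme wells and -100% = no-enzyme wells; nearly all actives have a fitted effect of over 60% in size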
# Target sequence (O15648 whole entry, looked up): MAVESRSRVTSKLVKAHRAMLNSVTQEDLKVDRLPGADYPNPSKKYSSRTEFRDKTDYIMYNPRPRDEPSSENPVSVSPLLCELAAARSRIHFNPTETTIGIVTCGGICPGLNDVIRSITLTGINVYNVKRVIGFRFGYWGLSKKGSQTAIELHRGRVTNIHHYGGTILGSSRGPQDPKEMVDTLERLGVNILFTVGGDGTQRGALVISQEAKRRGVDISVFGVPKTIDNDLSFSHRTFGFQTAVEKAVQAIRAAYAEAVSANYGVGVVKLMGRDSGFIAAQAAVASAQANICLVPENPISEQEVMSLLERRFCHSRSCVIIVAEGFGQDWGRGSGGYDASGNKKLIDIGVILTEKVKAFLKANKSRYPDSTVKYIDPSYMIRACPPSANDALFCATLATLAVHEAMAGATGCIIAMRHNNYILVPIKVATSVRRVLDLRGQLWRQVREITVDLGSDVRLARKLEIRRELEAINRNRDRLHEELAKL
#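 Activity is normalized to no-enzyme wells (full inhibition) and 1.25 nM enzyme wells (no inhibition). Reaction: 0.5 mM F6P, 0.1 mM ATP, 45 min RT, ADP-Glo luminescence; concentration-response curves fitted and classed by quality.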
# uPA surface inh: inhibitors of cell surface uPA generation; cell surface uPA generation assay, qHTS; hit rate 0.31% among 330,000; Potency, µM (titrated, usually from 38.3 µM), inactives show top-dose activity change, negative = inhibition, most hits filed as inhibitors; active = well fitted inhibition curve with a large enough effect; inconclusive = small, poorly fitted or top-dose-only effect; inactive = no such curve, though single readings can be large or run the other way; tested in mouse RAW 264.7 cells; note: potency is the fitted concentration of half-maximal effect; % is set by controls: 0 for no effect and ±100 for the full control effect; nearly all actives have a fitted effect of over 55% in size
# FBPA coupling cs: coupling enzyme interference in Giardia aldolase counter-screen; coupling enzyme system counterscreen, AmpLite Red fluorescence; activity change, negative = inhibition, % at 58.2 µM, hits read low; hit rate 0.67% among 290,000; AID 2472; in the data active = activity change below about -30%; note: % is set by controls: 0 for no effect and ±100 for the full control effect
#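 Coupling enzymes only (glyceraldehyde-3-phosphate) + compound, at 57.5 uM final, 10 min RT; add substrate/coupling/AmpLite Red mix, 20 min RT; fluorescence ex 525/em 598 nm. Actives flag coupling-system interference.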
# RORg inh: ROR gamma (mouse) transcription inhibition | P51450 | Drosophila S2 Gal4-RORgamma UAS-luciferase reporter, 20 h | Potency, µM (highest dose often 53.6 µM), for the others: at the top dose activity change, negative = inhibition, actives largely listed as inhibitors | hit rate 5.4% among 310,000; note: potency is the fitted concentration of half-maximal effect; % is set by controls: 0 for no effect and ±100 for the full control effect; nearly all actives have a fitted effect of over 60% in size
#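 Drosophila Schneider cells stably carrying a metallothionein-driven Gal4 DBD–ROR gamma fusion and a UAS-Photinus luciferase reporter were exposed to compound for 1 hr, then induced with copper sulfate (700 uM final) for 20 hr at ambient temperature before luminescence reading.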
# ELG1 genotox: induces genotoxicity in HEK293T cells with luciferase-tagged ELG1; HEK293T ELG1-luciferase reporter, luminescence, 16 h; Potency, µM (series often up to 46 µM), for the others: at the top dose activity change, positive = activation, hits mostly activators; hit rate 1.3% among 330,000; AID 504466; note: potency is the fitted concentration of half-maximal effect; % of control where 0% means no effect; nearly all actives have a fitted effect of over 60% in size
#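 HEK293T cells expressing luciferase-tagged ELG1 were treated with compound or DMSO for 16 hr at 37°C. Luciferase activity was then read after 30 min with ONE-Glo at room temperature; rising signal flags genetic stress.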
# KCNH2 3.1 block: KCNH2 3.1 (human) potassium channel inhibition; U2OS KCNH2 3.1, thallium flux FluxOr; hits give low values; activity change, % (tested at about 1.8 µM); hit rate 0.95% among 340,000; AID 720553;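 active = maximum activity change below -70%; inconclusive = maximum activity change from -70% to -50%; inactive = maximum activity change above -50%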;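 note: thallium influx rate constant from kinetic fluorescence after stimulation buffer; % is set by controls: 0 for no effect and ±100 for the full control effect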
#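 Virally transduced U2OS (3.1 isoform, 4 h infection in dark at RT) → overnight 37 C → FluxOr + Red40 in HBSS/HEPES, 45 min → stimulation buffer, 2 min kinetic read → rate constant vs DMSO controls.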
# Gal4-VP16 FLuc: Gal4-VP16 reporter inhibition counter-screen; Drosophila S2 Gal4-VP16 UAS-luciferase, luminescence, 20 h; Potency, µM (top dose mostly 53.6 µM), inactives show top-dose activity, negative = inhibition, hits mostly inhibitors; hit rate 3.5% among 310,000; AID 2546;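 note: Gal4-VP16 expression switched on by copper sulfate through the metallothionein promoter; potency is the fitted concentration of half-maximal effect; % is set by controls: 0 for no effect and ±100 for the full control effect; nearly all actives have a fitted effect of over 50% in size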
# Giardia kill: Giardia lamblia killing | Giardia lamblia trophozoite viability | activity change, % at 7.66 µM, hits read low | hit rate 0.15% among 340,000 | AID 540267; in the data active = activity change below about -80%; inconclusive = between about -30% and that limit;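 note: parasites exposed to compound for two days anaerobically before the ATP read; % is set by controls: 0 for no effect and ±100 for the full control effect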
#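 Trophozoite viability was measured as ATP-dependent luminescence, read 15-30 min after reagent addition. Before that, parasites at 100 cells/well were exposed to compounds for 48 h, anaerobically, at 37 deg C.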
# FLuc counter: firefly luciferase modulation, counter-screen for miR-21 project; P08659; purified FLuc, Km substrates, luminescence inhibition; Potency, µM (top dose mostly 57.5 µM), for the others: at the top dose activity change, negative = inhibition, actives largely listed as inhibitors; hit rate 6.9% among 360,000; AID 588342;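 note: potency is the fitted concentration of half-maximal effect; plate controls were vehicle for no effect and reference inhibitor for full effect; nearly all actives have a fitted effect of over 55% in size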
# Target sequence (P08659 whole entry, looked up): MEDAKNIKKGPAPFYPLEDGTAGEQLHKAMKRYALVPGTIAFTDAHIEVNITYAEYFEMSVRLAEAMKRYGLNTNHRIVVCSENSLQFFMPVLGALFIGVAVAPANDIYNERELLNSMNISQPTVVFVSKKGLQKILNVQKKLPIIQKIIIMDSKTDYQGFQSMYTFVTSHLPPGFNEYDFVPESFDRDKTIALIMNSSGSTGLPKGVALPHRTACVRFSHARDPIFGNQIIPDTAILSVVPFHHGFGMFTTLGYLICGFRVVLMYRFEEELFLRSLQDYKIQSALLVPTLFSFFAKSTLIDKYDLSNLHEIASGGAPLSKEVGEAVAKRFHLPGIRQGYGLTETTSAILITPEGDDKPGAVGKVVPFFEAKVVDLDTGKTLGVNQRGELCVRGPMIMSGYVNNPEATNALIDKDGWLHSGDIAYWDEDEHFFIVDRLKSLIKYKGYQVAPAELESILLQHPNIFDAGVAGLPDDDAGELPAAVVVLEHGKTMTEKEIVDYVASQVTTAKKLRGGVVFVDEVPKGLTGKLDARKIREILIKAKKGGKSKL
#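 Biochemical qHTS of compounds, final roughly 60 µM downward over six points, against 10 nM purified firefly luciferase using Km concentrations of substrates (10 uM D-luciferin, 10 uM ATP) in Tris acetate pH 7.5 buffer; luminescence output.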
# Rab9 promoter act: activates the Rab9 promoter. Huh7 Rab9 promoter-luciferase reporter, luminescence, 24 h. Potency, µM (titrated, usually from 9.22 µM), without a hit: top-dose activation, negative = inhibition, most hits filed as activators. hit rate 2.8% among 320,000. AID 485297; note: potency is the fitted concentration of half-maximal effect; % of control where 0% means no effect; nearly all actives have a fitted effect of over 60% in size
#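 Luminescence read-out: Huh7 cells stably expressing Rab9-luciferase, treated 24 h with compound at 37 °C, then lysed with luciferase reagent for 10 min at ambient before reading.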
# * hit, by the source's call; ? = inconclusive; . = no result given; [ ] = remark or other dose. Unless noted, calls come from the whole dose curve; as a rule, active = well fitted curve in the direction sought with a large enough effect; inconclusive = small, poorly fitted or top-dose-only effect, or another doubt; inactive = no such curve, though single readings can be large; an effect the other way counts as inactive or inconclusive.
# A first look:
SMILES,NPC1 prom act,Tb PFK block,uPA surface inh,FBPA coupling cs,RORg inh,ELG1 genotox,KCNH2 3.1 block,Gal4-VP16 FLuc,Giardia kill,FLuc counter,Rab9 promoter act
Cc1cccc(C)c1NC(=O)CN(C)C(=O)c1cc([N+](=O)[O-])ccc1N1CCOCC1,-1%,0%,2%,.,15%,9%,-1,-10%,5,1%,1%
COc1ccccc1NC(=O)N(CCCN1CCOCC1)Cc1cc2cc3c(cc2[nH]c1=O)OCO3,-2%,-3%,1%,3,-24%,-5%,3,-8%,2,1%,4%

# Main list, from the start:
SMILES,NPC1 prom act,Tb PFK block,uPA surface inh,FBPA coupling cs,RORg inh,ELG1 genotox,KCNH2 3.1 block,Gal4-VP16 FLuc,Giardia kill,FLuc counter,Rab9 promoter act
Cc1cccc(C)c1NC(=O)CN(C)C(=O)c1cc([N+](=O)[O-])ccc1N1CCOCC1,-1%,0%,2%,.,15%,9%,-1,-10%,5,1%,1%
COc1ccccc1NC(=O)N(CCCN1CCOCC1)Cc1cc2cc3c(cc2[nH]c1=O)OCO3,-2%,-3%,1%,3,-24%,-5%,3,-8%,2,1%,4%
O=C1O/C(=C\c2ccccc2)c2ccccc21,-3%,0%,-2%,-1,10%,1%,-23,3%,-3,12µM*,-3%
CCN(CC)CCCNC(=O)c1cc2c(=O)n(CC)c3ccccc3c2s1,-9%,-1%,?,0,3%,?,-3,-9%,-9,-2%,-7%
O=C(NCc1cccs1)C(=O)NCC(c1ccco1)N1CCN(c2ccc(F)cc2)CC1 (stereo not given),-5%,-2%,1%,-2,56%,-6%,4,-1%,-20,-8%,3%
CCN(CC)c1cccc(OCC(=O)N2c3ccccc3CC2C)c1 (stereo not given),1%,-3%,2%,.,.,-6%,-6,.,0,?,8%
Cc1ccc(S(=O)(=O)CCC(=O)Nc2nccs2)cc1,0%,-8%,1%,2,5%,-6%,3,-5%,-4,6%,0%
COc1ccc(/C=C2\Oc3cc(OCC(N)=O)ccc3C2=O)cc1OC,-5%,13%,4%,-7,-44%,3%,-8,?,8,12µM*,7%
CC1CC(C)CN(CCCNC(=O)c2ccc3nc(N4CCCCC4)sc3c2)C1 (stereo not given),0.45µM*,3%,-6%,-1,29%,?,0,-6%,-30,-12%,?
O=C(CCC(=O)N(CC(=O)NC1CCCC1)C1CCCCC1)Nc1ccccn1,4%,0%,10%,-1,-8%,4%,10,25%,17,?,0%
COCCn1c(SCC(=O)N2CCCc3ccccc32)nnc1-c1ccco1,0%,0%,3%,4,-12%,-6%,0,17%,24,1%,3%
COc1cccc(C(=O)Nc2c3c(nn2-c2cccc(C)c2C)CS(=O)(=O)C3)c1OC,-4%,4%,.,2,-16%,-3%,10,-14%,-8,-1%,-3%

# A few values from above.
# O=C1O/C(=C\c2ccccc2)c2ccccc21 – Gal4-VP16 FLuc = 3%
# COc1ccc(/C=C2\Oc3cc(OCC(N)=O)ccc3C2=O)cc1OC – ELG1 genotox = 3%
# COCCn1c(SCC(=O)N2CCCc3ccccc32)nnc1-c1ccco1 – uPA surface inh = 3%
# CCN(CC)CCCNC(=O)c1cc2c(=O)n(CC)c3ccccc3c2s1 – Giardia kill = -9
# CC1CC(C)CN(CCCNC(=O)c2ccc3nc(N4CCCCC4)sc3c2)C1 (stereo not given) – Giardia kill = -30
# O=C(NCc1cccs1)C(=O)NCC(c1ccco1)N1CCN(c2ccc(F)cc2)CC1 (stereo not given) – ELG1 genotox = -6%

# More compounds
SMILES,NPC1 prom act,Tb PFK block,uPA surface inh,FBPA coupling cs,RORg inh,ELG1 genotox,KCNH2 3.1 block,Gal4-VP16 FLuc,Giardia kill,FLuc counter,Rab9 promoter act
CN(C)/N=C/c1cn(-c2ccccc2)nc1-c1cccnc1,-3%,-1%,-3%,2,11%,-6%,8,-6%,14,-20%,4%
COc1ccccc1NS(=O)(=O)c1cc(C(=O)NCCC(C)C)ccc1F,-7%,-5%,-1%,1,-6%,-9%,2,-3%,29,-11%,0%
Cc1nc2ccc(S(=O)(=O)N(C)CC(=O)NCc3ccc4c(c3)OCO4)cc2s1,1%,2%,4%,4,20%,-1%,0,-1%,15,5%,-10%
O=C1Cc2cc(S(=O)(=O)Nc3ccc(N4CCOCC4)cc3)ccc2N1,.,-2%,-2%,.,.,-4%,8,.,-4,.,.
CCNC(=O)CN1C(=O)NC(CCc2ccccc2)C1=O (stereo not given),3%,-1%,7%,2,-6%,1%,3,0%,-23,0%,-2%
Cc1cc(C(=O)NNC(=O)c2cccc([N+](=O)[O-])c2)n[nH]1,-5%,-3%,20%,.,.,2%,14,.,33[activator],2%,-4%
Cc1ccc(C(=O)N/N=C2\SCC(=O)N2c2cc(C)ccc2C)cc1,5%,0%,-9%,7,?,0%,-2,13µM*,-4,-5%,7%
Cc1ccc(NC(=O)CN(C)C(=O)c2ccccc2Cc2ccccc2)cc1,-1%,1%,4%,.,.,-3%,-10,.,1,2%,-1%
Cc1nn(C)cc1CNC(=O)Nc1ccc(Cl)c(Cl)c1,3.2µM*,-17%,-2%,4,?,13µM*,5,?,-6,24µM*,2.5µM*
CCOCCCNC(=O)C1CCN(C(=O)Nc2ccc(C)cc2)CC1,-1%,-4%,3%,-1,0%,1%,7,-4%,9,-9%,6%
CCOC(=O)C1(CC2CCCCO2)CCN(S(=O)(=O)c2ccccc2)CC1 (stereo not given),0%,2%,9%,5,-12%,-6%,2,-12%,-3,-1%,-5%
CC(Sc1nnc(CC(C)c2ccccc2)n1N)C(N)=O (stereo not given),-2%,3%,0%,4,26%,1%,4,-3%,11,-2%,0%
O=C1Nc2cc(C(=O)NCCCN3CCOCC3)ccc2S/C1=C/c1cccc(Cl)c1,-5%,5%,15%,.,-1%,1%,-35,-7%,10,2%,1%
O=C(CSc1ccc2nnc(-c3ccncc3)n2n1)N1CCc2ccccc21,1%,-8%,.,0,23%,1%,.,3%,.,5%,-2%
COc1ccc(S(=O)(=O)NCCC(=O)NC2CCCCCCC2)cc1,0%,0%,.,2,-5%,-1%,11,3%,7,-1%,2%
O=C(CNCc1ccccn1)Nc1ccc([N+](=O)[O-])cc1C(=O)Nc1ccccc1F,-2%,1%,-9%,-2,20µM*,-7%,-9,-19%,-6,2%,-1%
CCOc1ccc(C(=O)NCC(=O)Nc2ncccc2C)cc1OCC,-3%,4%,-2%,.,.,26%,11,.,-6,3%,1%
COc1ccc(C2OC(=O)Cc3cc(OC)c(OC)cc32)cc1 (stereo not given),-1%,-1%,0%,3,-25%,3%,5,18%,-18,5%,-1%
CC(=O)N(Cc1cc(=O)[nH]c2ccccc12)c1ccc(C)cc1,1%,-1%,-2%,-2,39%,-3%,-1,2%,-7,5%,2%
CC(C)(C)c1ccc(Oc2ncccc2NC(=O)c2cccs2)cc1,1%,1%,-6%,0,?,-7%,1,0%,-11,-16%,8%
O=C(O)CC(NC(=O)C12CC3CC(CC(C3)C1)C2)c1cccc([N+](=O)[O-])c1 (stereo not given),-4%,-3%,3%,9,-11%,-9%,5,3%,-12,-16%,-3%
O=C(CCNC(=O)c1ccco1)NC(Cc1c[nH]c2ccccc12)C(=O)O (stereo not given),-1%,-3%,21%,.,.,3%,1,.,-15,-2%,-6%
Fc1cccc(/C=N/Nc2ccccn2)c1,3.2µM*,2%,-3%,-5,11µM*,?,3,?,-11,12µM*,3.2µM*
COc1cccc(CNC(=O)C2CCN(c3cnccn3)CC2)c1,-3%,5%,3%,3,21%,0%,-2,3%,11,0%,2%
O=C(Cn1nnc(-c2ccccc2)n1)NCc1ccc2c(c1)OCO2,6%,-1%,-2%,-1,-22%,1%,4,-8%,6,1%,6%
O=C1NC[C@H](c2ccccc2)N(CCc2cc(C(F)(F)F)cc(C(F)(F)F)c2)C1=O,-4%,1%,-4%,0,20%,-4%,1,-10%,13,2%,-2%
O=C(CSc1nc2nc(-c3cccs3)cc(C(F)(F)F)c2c(=O)[nH]1)Nc1c(F)c(F)c(F)c(F)c1F,-9%,1%,-4%,13,25%,-13%,-7,9%,-6,?,-5%
CCOC(=O)C1(CC2CCCCO2)CCN(Cc2ccccc2-c2ccco2)CC1 (stereo not given),-1%,-4%,-5%,0,1%,-7%,4,1%,-6,0%,1%
CC(=O)N(CCN1CCOCC1)Cc1cc2cc3c(cc2nc1Cl)OCO3,-5%,0%,-4%,6,-13%,-2%,1,-12%,14,2%,-7%
COc1ccccc1NC(=O)COC(=O)COc1ccccc1F,1%,1%,14%,.,.,3%,-4,.,3,.,-7%
